EPAC1 agonist = agonists of human EPAC1; EPAC1 agonist qHTS, biochemical assay; response scale: 100% = response to 6.5 mM cAMP; O95398; Potency, µM (top dose mostly 154 µM), for inactives: top-dose activation, most hits filed as activators; 360,000 tested, 0.073% active; AID 720707; further: potency means the concentration at half of the fitted maximal effect; nearly all actives have a fitted effect of over 60% in size
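EPAC1 100 nM, Rap1B–BODIPY-GDP 250 nM, unlabeled GDP 50 uM; compound titration; 5 min RT; kinetic read ex480/em540 at 5-min intervals ×30 min; data normalized to 6.5 mM cAMP agonist control.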
PLK1 PBD inh = PLK1 (human) polo-box domain binding inhibition; P53350; AID 720504; Plk1 PBD binding of FITC phosphopeptide, fluorescence polarization; 360,000 tested, 2.8% active; Potency, µM, inactives show max response, negative = inhibition, usual class: inhibitors; further: potency means the concentration at half of the fitted maximal effect; series mostly up to about 57 µM; on the % scale 0 is the no-effect control and ±100 the full control effect; nearly all actives have a fitted effect of over 65% in size
EPAC2 antag = antagonists of human EPAC2; EPAC2 GEF exchange of Rap1B-BODIPY-GDP, fluorescence; Potency, µM (top dose mostly 114 µM), for inactives: top-dose activity, negative = inhibition, usual class: inhibitors; 360,000 tested, 0.18% active; AID 720708; further: potency means the concentration at half of the fitted maximal effect; on the % scale 0 is the no-effect control and ±100 the full control effect; nearly all actives have a fitted effect of over 45% in size; many of its hits are not listed in these tables
Target sequence (Q8WZA2 whole entry, looked up): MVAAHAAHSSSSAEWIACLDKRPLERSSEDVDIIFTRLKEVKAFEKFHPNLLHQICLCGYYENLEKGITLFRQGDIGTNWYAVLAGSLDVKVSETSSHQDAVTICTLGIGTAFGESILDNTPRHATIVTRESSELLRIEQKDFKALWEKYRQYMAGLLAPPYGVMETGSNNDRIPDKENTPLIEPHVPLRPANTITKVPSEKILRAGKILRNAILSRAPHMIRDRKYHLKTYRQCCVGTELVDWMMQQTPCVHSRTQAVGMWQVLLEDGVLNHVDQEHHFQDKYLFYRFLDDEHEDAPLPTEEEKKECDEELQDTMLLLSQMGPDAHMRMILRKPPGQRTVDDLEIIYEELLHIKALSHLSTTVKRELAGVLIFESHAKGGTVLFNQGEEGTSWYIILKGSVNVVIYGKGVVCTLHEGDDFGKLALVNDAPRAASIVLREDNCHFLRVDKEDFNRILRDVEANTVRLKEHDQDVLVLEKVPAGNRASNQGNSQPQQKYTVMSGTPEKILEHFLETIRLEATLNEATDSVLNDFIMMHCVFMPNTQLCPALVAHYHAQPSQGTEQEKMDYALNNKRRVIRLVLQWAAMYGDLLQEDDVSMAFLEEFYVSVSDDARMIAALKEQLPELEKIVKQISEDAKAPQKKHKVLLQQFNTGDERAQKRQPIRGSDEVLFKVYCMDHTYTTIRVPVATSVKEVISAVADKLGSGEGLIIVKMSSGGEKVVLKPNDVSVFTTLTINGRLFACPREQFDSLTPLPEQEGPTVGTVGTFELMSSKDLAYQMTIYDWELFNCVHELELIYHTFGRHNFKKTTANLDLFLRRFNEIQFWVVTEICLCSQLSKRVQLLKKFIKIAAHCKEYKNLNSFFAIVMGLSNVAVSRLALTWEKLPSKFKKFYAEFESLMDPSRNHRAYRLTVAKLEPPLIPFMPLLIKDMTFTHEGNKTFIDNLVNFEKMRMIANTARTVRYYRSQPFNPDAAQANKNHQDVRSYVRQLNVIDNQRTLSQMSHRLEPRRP
EPAC1 antag = antagonists of human EPAC1 | O95398 | EPAC1 GEF assay, Rap1b-BODIPY-GDP exchange fluorescence | Potency, µM (highest dose often 115 µM), inactives show at the top dose activity change, negative = inhibition, hits mostly inhibitors | 360,000 tested, 0.14% active | AID 720709;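 further: potency means the concentration at half of the fitted maximal effect; plate controls were vehicle for no effect and positive control for full effect; nearly all actives have a fitted effect of over 50% in size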
MmCpn inh = M. maripaludis TRiC chaperonin inhibition; purified Mm-Cpn ATPase, ADP Transcreener TR-FRET; Potency, µM (series often up to 76.9 µM), without a hit: top-dose activity, negative = inhibition, actives largely listed as inhibitors; 330,000 tested, 0.031% active; AID 504842; further: potency means the concentration at half of the fitted maximal effect; on the % scale 0 is the no-effect control and ±100 the full control effect; nearly all actives have a fitted effect of over 80% in size
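TR-FRET (320 nm excitation; 590 and 665 nm emission) reports ADP made from 10 uM ATP by 25 nM enzyme; compounds were preincubated 10 min, reaction run 30 min, both at 37°C.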
WRN helicase inh = inhibitors of human WRN helicase; 360,000 tested, 0.46% active; AID 651768; WRN helicase unwinding, fluorescent forked duplex, kinetic; Potency, µM (top dose mostly 114 µM), for inactives: top-dose activity change, negative = inhibition, usual class: inhibitors; further: potency means the concentration at half of the fitted maximal effect; on the % scale 0 is the no-effect control and ±100 the full control effect; nearly all actives have a fitted effect of over 55% in size
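WRN at 20 nM final was preincubated with compound for 15 min at room temperature; reaction started with 100 nM forked duplex oligonucleotide carrying fluorophore and quencher plus 2 mM ATP (final). Unwinding followed kinetically by red fluorescence (ex 525/em 598 nm).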
PI5P4K alpha inh = blocks human PI5P4K alpha kinase activity | P48426 | PI5P4Kalpha enzyme, ADP-Glo luminescence, 60 min; stronger effect = lower value | max response, % | 330,000 tested, 1.2% active; active means max response of -50% or lower; inconclusive means between -30% and -50%; inactive means -30% or higher; further: value at the top dose of about 77 µM; on the % scale 0 is the no-effect control and ±100 the full control effect
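qHTS, 1536-well: enzyme/substrate mix, compound by pin tool, 5 microM ATP final; RT 60 min; ADP-Glo reagents 1 (45 min) then 2 (30 min); luminescence.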
CCT chaperon mod = cytosolic chaperonin activity modulation | purified chaperonin ATPase assay, HTRF ADP detection, 30 min | activity change, % (test concentration not listed), hits read low | 360,000 tested, 0.3% active | AID 651819; in the data active means activity change below about -30%; further: on the % scale 0 is the no-effect control and ±100 the full control effect
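TRiC (40 or 20 nM final, by batch activity) in 30 mM Tris pH 7.4, 100 mM KCl, 5 mM MgCl2, 1 mM DTT was treated with compound at 76 uM single dose, then 10 uM ATP, 30 min at 37 °C. ADP was read by HTRF Transcreener.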
Active calls of the source: *; ? = inconclusive; · = not tested or not shown; [ ] = remark or other dose. Unless noted, the call rests on the fitted dose curve; in most records, active means well fitted curve in the direction sought with a large enough effect; inconclusive means small, poorly fitted or top-dose-only effect, or another doubt; inactive means no such curve, though single readings can be large; an effect the other way counts as inactive or inconclusive.

Preview (2 entries):
Values run as follows: EPAC1 agonist | PLK1 PBD inh | EPAC2 antag | EPAC1 antag | MmCpn inh | WRN helicase inh | PI5P4K alpha inh | CCT chaperon mod
1) CC1(C(=O)Nc2ccc3nc[nH]c3c2)CCN1C(=O)C1(c2ccccc2)CCCC1 (stereo not drawn)
 : -2% | 0% | 2% | -8% | · | 1%[57.1 µM] | 8 | 0.8
2) Cc1cc(S(=O)(=O)N2CCOCC2)ccc1OCC(=O)Nc1cccc(C(F)(F)F)c1
 : -5% | -5% | 5% | 2% | 2% | -20% | -4 | -0.4

The list itself (from the top)
Values run as follows: EPAC1 agonist | PLK1 PBD inh | EPAC2 antag | EPAC1 antag | MmCpn inh | WRN helicase inh | PI5P4K alpha inh | CCT chaperon mod
1) CC1(C(=O)Nc2ccc3nc[nH]c3c2)CCN1C(=O)C1(c2ccccc2)CCCC1 (stereo not drawn)
 : -2% | 0% | 2% | -8% | · | 1%[57.1 µM] | 8 | 0.8
2) Cc1cc(S(=O)(=O)N2CCOCC2)ccc1OCC(=O)Nc1cccc(C(F)(F)F)c1
 : -5% | -5% | 5% | 2% | 2% | -20% | -4 | -0.4
3) CCCCn1c(N)c(N(CCOC)C(=O)CSc2nc3ccc(C)cc3[nH]2)c(=O)[nH]c1=O
 : 4% | -6% | 2% | 4% | 0% | -4% | -1 | -0.6
4) C[C@H](NC(=O)OCc1ccccc1)c1nnc([C@H](C)NC(=O)OCc2ccccc2)o1
 : -4% | 5% | 18% | 2% | 2% | 9% | 3 | -2.6
5) CCN1C(=O)[C@@H]2[C@@H](c3ccc(-c4ccc(C(C)=O)cc4)c(OC)c3)N3CCCC[C@@]3(C(=O)OC)[C@@H]2C1=O
 : 0% | -3% | 4% | -24% | -2% | 0% | 8 | 0.4
6) COc1cc2c(cc1OC)C(C(=O)O)C(c1cc(Br)c(O)c(OC)c1)N(C)C2=O (stereo not drawn)
 : -2% | 1% | 2% | 8% | 1% | 2% | 0 | 1.7
7) Cc1nc2nc(N)nn2c(C)c1C/C=C/c1ccccc1
 : 10% | -5% | -5% | 2% | 0% | -1% | 3 | 0.4
8) O=[N+]([O-])c1ccccc1CN1CCN(Cc2ccccn2)CC1
 : 5% | 17µM* | 8% | 6% | -1% | -13% | -18 | 1.6
9) CC1CN(CC(O)COC(c2ccccc2)c2ccccc2)CC(C)O1 (stereo not drawn)
 : 3% | -9% | -9% | -5% | 1% | -11% | -5 | -1.3
10) COc1cccc(CNC(=O)CNC(=S)N(Cc2ccccc2)Cc2ccccc2F)c1
 : 14% | -8% | -16% | -29% | -4% | -35% | 1 | 2.7
11) CC(C)CCC1=NN(C(=O)c2ccco2)C(O)(C(F)(F)F)C1 (stereo not drawn)
 : -5% | 1% | ? | -6% | 3% | -2% | 2 | 2.1
12) CC1=NN(C(=O)CCc2ccccc2O)C(O)(C(F)(F)F)C1 (stereo not drawn)
 : -10% | 4% | -4% | -5% | 1% | -4% | 0 | 0.6
13) O=C(CNS(=O)(=O)c1ccc(Br)s1)NCc1ccc(F)cc1
 : -3% | -3% | 16% | -3% | 1% | -3% | -1 | -1.2
14) COc1ccc(NC(=O)c2ccc(C)cc2Cl)c([N+](=O)[O-])c1
 : -8% | 5% | 2% | -2% | 1% | -5% | 13 | -0.7
15) Oc1ccc(Cl)cc1CNCc1ccc(F)cc1
 : 5% | -12% | 2% | -7% | -1% | 0% | 2 | -4.7
16) O=C(Nc1cccc(-c2nc3ccccc3c(=O)o2)c1)c1ccccc1
 : -2% | 21µM* | -25% | -29% | 2% | ? | -21 | -2.3
17) Nc1c(C=C2C=CC(=O)C=C2)c(=O)nc2sc(CC(=O)N3CCCCC3)nn12
 : 9% | -19% | 5% | -7% | -19% | -9% | ? | -0.7
18) O=C(NCCc1ccccc1)C(=O)Nc1ccc2c(c1)OCCO2
 : 10% | 4% | -7% | 0% | 2% | -8% | -2 | 0.0
19) COc1ccc(C)cc1NCc1ccc(OC)c(C)c1OC
 : 17% | -4% | ? | -9% | 1% | -5% | 9 | -8.9
20) CCOC(=O)c1c(S(=O)(=O)Nc2ccc(F)cc2C)c(C)n(C)c1C
 : 3% | -2% | ? | 1% | 1% | -5% | 0 | -0.6
21) Cc1cn([C@H]2C[C@H](N=[N+]=[N-])[C@@H](CO)O2)c(=O)[nH]c1=O
 : -28% | ? | 8% | 8% | -1%[15.4 µM] | -4% | -24 | 1.4
22) CC(C)CCn1c(Cl)nc2c1c(=O)n(C)c(=O)n2C
 : -4% | -2% | 14% | 5% | 0% | 8% | · | -1.9
23) COc1ccc(NC(=O)CSc2nc3c(c(=O)n2-c2ccc(C)cc2)SCC3)c(OC)c1
 : 12% | -5% | 9% | 15% | 1% | 0% | 13 | -0.2
24) Cn1c(=O)[nH]c(=O)c2c1nc(N/N=C/c1ccncc1)n2Cc1ccc(F)cc1
 : -5% | 4% | -1% | 0% | 2% | -1% | 4 | -1.2
25) Cn1c(=O)c2c(-c3ccc(OC(F)F)cc3)cc(-c3ccccc3)nc2n(C)c1=O
 : -3% | 1% | -29% | -18% | 0% | -10% | -1 | -0.2
26) O=C(NCc1nc(-c2ccccc2)no1)c1ccc2c(c1)OCO2
 : 8% | -6% | -5% | -3% | 5% | -12% | · | -2.3
27) COC(=O)c1ccc(-c2nc3cc(N)ccc3o2)cc1
 : 0% | -5% | 1% | -7% | -6% | -1% | 6 | -2.7
28) COc1ccc(NC(=O)COC(=O)CC23CC4CC(CC(C4)C2)C3)c([N+](=O)[O-])c1
 : 7% | 4% | -1% | 2% | -1% | -12% | 4 | -1.7
29) CN1N=C(C(=O)N2CCc3c([nH]c4ccccc34)C2c2ccccc2Cl)CCC1=O (stereo not drawn)
 : 1% | 27µM* | -20% | -11% | -8% | 1% | -19 | -0.6
30) Cc1cc(/C=C2/C(=N)N3C(=NC2=O)SN=C3S(C)(=O)=O)c(C)n1-c1ccccc1
 : -6% | 27µM* | -23% | -15% | 0% | -3%[11.6 µM] | -15 | -1.8
31) Cc1cc(C)c(OCC(=O)N/N=C/c2ccc3c(c2)OCO3)c(C)c1
 : -12% | -21% | 6% | -17% | 1% | -1% | -16 | 0.4
32) C=CCN1C(=O)c2ccc(C(=O)NCC(=O)Nc3c(C)cc(C)cc3C)cc2C1=O
 : -11% | 7% | 2% | -23% | 0% | 1% | 0 | -5.8
33) COc1ccc2oc3cc(NCCN(C)C)ccc3c(=O)c2c1
 : 6% | -3% | -6% | -13% | · | 16% | -3 | 1.9
34) COc1ccc(-n2c(=O)[nH]cc(C(=O)Nc3ccc4c(c3)OCO4)c2=O)cc1OC
 : 8% | 2% | -1% | -8% | -3% | ? | -12 | -1.5
35) O=C(NCc1ccc2c(c1)OCO2)c1ccc(Cl)s1
 : 10% | 1% | -4% | -22% | 0% | 0% | -4 | 0.7
36) CN(C(=O)COC(=O)c1ccc(S(=O)(=O)N2CCOCC2)cc1)c1ccccc1
 : 6% | -2% | -4% | -5% | -1% | -27% | -6 | -2.2
37) CC1(C)Cc2cccc(OCC(=O)NCc3ccccc3)c2O1
 : -1% | -18% | -4% | -16% | 2% | 2% | -8 | -1.0
38) O=C(CSc1nnc2ccc(-c3ccc(Br)cc3)nn12)NCC1CCCO1 (stereo not drawn)
 : -4% | 5% | 0% | 9% | 1% | -2% | 3 | -1.4
39) CCOC(=O)N1CCN(S(=O)(=O)N2CCCC(C(=O)NCc3ccccc3OCC)C2)CC1 (stereo not drawn)
 : -7% | -10% | 6% | 21% | · | 4% | -10 | -2.1
40) COC(=O)c1cc(Br)c(=O)n(Cc2ccc(OC)c(OC)c2)c1
 : 4% | -9% | -3% | -8% | -2% | 13% | -6 | -2.4

Ordered by value in CCT chaperon mod (descending): three from the list above
item	mol	PLK1 PBD inh	EPAC2 antag	EPAC1 antag	MmCpn inh	WRN helicase inh	PI5P4K alpha inh	CCT chaperon mod
33	COc1ccc2oc3cc(NCCN(C)C)ccc3c(=O)c2c1	-3%	-6%	-13%	·	16%	-3	1.9
30	Cc1cc(/C=C2/C(=N)N3C(=NC2=O)SN=C3S(C)(=O)=O)c(C)n1-c1ccccc1	27µM*	-23%	-15%	0%	-3%[11.6 µM]	-15	-1.8
36	CN(C(=O)COC(=O)c1ccc(S(=O)(=O)N2CCOCC2)cc1)c1ccccc1	-2%	-4%	-5%	-1%	-27%	-6	-2.2

(listing goes on)
Values run as follows: EPAC1 agonist | PLK1 PBD inh | EPAC2 antag | EPAC1 antag | MmCpn inh | WRN helicase inh | PI5P4K alpha inh | CCT chaperon mod
41) CC(C)(C)c1ccc(C(CC(=O)O)NC(=O)Cc2ccccc2)cc1 (stereo not drawn)
 : -6% | -2% | -1% | 10% | 0% | 0% | 7 | -3.0
42) CSCCCNC(=O)c1ccccc1OC1CCN(S(C)(=O)=O)CC1
 : 9% | -1% | -4% | 11% | 3% | -5% | 9 | 1.1
43) CCCN(CCC)S(=O)(=O)c1ccc(C(=O)Nc2nnc(CSC)o2)cc1
 : -2% | ? | 2% | 1% | 2% | 1% | -1 | 0.6
44) CCOc1ccc(OCC)c(NC(=O)C2CCCN(S(=O)(=O)c3c(C)n[nH]c3C)C2)c1 (stereo not drawn)
 : 5% | -5% | -9% | -21% | 0% | 3% | 0 | -4.8
45) O=C(Cn1[nH]c(=O)c2ccccc2c1=O)Nc1cccc(-c2nnc3n2CCCCC3)c1
 : 9% | -6% | 12% | 13% | 1% | 0% | · | 0.1
46) Cc1ccc(-n2c(=O)cc(N3CCN(Cc4ccccc4)CC3)[nH]c2=O)cc1
 : -16% | -11% | 9% | 4% | 3% | -3% | -4 | -0.1
47) CC(C)n1nccc1NS(=O)(=O)c1ccccc1
 : -5% | 1% | 9% | 0% | -5% | -1% | 3 | 1.0
48) O=C(CN1CCN(c2ccccc2F)CC1)NC(=O)NC1CCCCC1
 : 3% | -2% | 3% | 0% | 1% | -5% | -1 | -1.7

Single entries from above:
`CC(C)n1nccc1NS(=O)(=O)c1ccccc1` – EPAC1 antag = 0%
`CCOc1ccc(OCC)c(NC(=O)C2CCCN(S(=O)(=O)c3c(C)n[nH]c3C)C2)c1` (stereo not drawn) – PLK1 PBD inh = -5%
`O=C(CN1CCN(c2ccccc2F)CC1)NC(=O)NC1CCCCC1` – WRN helicase inh = -5%

These rows are one share of the data; the hit share may differ from the screen's.
